PKA-R2B activ: activates the human PKA-R2B holoenzyme complex | P22694+P31323 | PKA-R2B holoenzyme dissociation, Cy5-IP20 fluorescence polarization; R2B truncated from residue 108, S112A mutant; 0% DMSO only, 100% 113 µM cGMP | 340,000 tested, 0.079% active | activation, % at 11.4 µM;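 active = activation above a cutoff set at the mean over all compounds plus 3 SD, cut at about 18% in these data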;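 also: higher means more holoenzyme dissociation and a rise in polarization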
Target sequence (P31323 whole entry, looked up, other chains not shown, the tested form may be a part): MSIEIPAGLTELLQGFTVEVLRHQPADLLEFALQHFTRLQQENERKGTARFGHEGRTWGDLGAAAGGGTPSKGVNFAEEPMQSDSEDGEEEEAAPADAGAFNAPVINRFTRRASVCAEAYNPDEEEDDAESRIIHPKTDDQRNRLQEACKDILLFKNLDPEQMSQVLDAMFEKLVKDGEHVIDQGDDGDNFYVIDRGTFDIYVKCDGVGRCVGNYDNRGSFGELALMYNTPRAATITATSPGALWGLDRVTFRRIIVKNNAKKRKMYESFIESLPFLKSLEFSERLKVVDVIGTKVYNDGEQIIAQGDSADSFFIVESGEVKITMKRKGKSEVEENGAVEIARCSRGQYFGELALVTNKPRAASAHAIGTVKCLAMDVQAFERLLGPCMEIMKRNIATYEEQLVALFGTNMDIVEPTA
E coli growth: counter-screen for AddAB inhibitors: E. coli growth inhibition. E. coli V3065 growth, OD600 absorbance, 18 h. 330,000 tested, 0.27% active. inhibition, % at 11.9 µM;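 active = inhibition above the campaign's mean inhibition across all tested compounds plus 3 SD, cut at about 9.9% in these data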;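 also: uninfected addAB+ strain grown without phage in ampicillin broth; 0% = DMSO wells and 100% = ciprofloxacin 0.95 µg/ml wells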
Tat export inh: blocks Tat-dependent protein export in E. coli. E. coli MC4100 TorA-mCherry Tat export, fluorescence. inhibition, % at 10 µM. 340,000 tested, 0.036% active;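 active = mean replicate inhibition at least 50% and at least half of replicates individually reaching 50%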;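 also: exported cargo escapes ClpAP degradation while cytoplasmic cargo is degraded and loses fluorescence; 0% = median of neutral control wells and 100% = median of NaSCN control wells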
MOR-DOR ag: agonists of human mu-delta opioid receptor heterodimerization | AID 504326 | 340,000 tested, 0.3% active | P35372+P41143 | activation, % at 9.3 µM | cells, OPRM1-OPRD1 heterodimerization, luminescence; in the data active = activation above about 18%;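 also: 0% = vehicle-treated cells and 100% = reference agonist; values of inactives mirror those of a sister screen read the other way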
phage Ecoli inh: E. coli growth loss with phage present; growth absorbance; inhibition, % at 11.9 µM; 360,000 tested, 0.26% active; AID 651602; in the data active = inhibition above about 11%
Mot1-301 SUMO: inhibitors of SUMOylation pathway: yeast Mot1-301 growth rescue; S. cerevisiae Mot1-301 growth rescue, ATP luminescence, 38.5C; percent above DMSO median, 100 means doubled; growth rescue, % at 18.8 µM; 320,000 tested, 1% active;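 active = every valid replicate shows activation above 250% relative to neutral control wells; inactive = the rest, any valid replicate at or below 250%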;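 also: OY570 slx delta 5 strain wells were the positive control but not used for scaling; some compounds called inactive have numbers as strong as hits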
PfHsp90 set2: reduces growth (ATP signal) of yeast expressing P. falciparum Hsp90; S. cerevisiae expressing PfHsp90, BacTiter-Glo ATP, 48 h; yeast lacking PDR1 and PDR3 efflux regulators; inhibition, % at 9.4 µM; 310,000 tested, 0.32% active; AID 504621;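 active = every replicate shows inhibition above about 80%, whatever the replicate mean, limit read from the data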;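 also: 0% = DMSO neutral controls and 100% = 20 µM radicicol positive controls; yeast relying on Plasmodium falciparum Hsp90 in place of its own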
OPRM1-OPRD1 inv: inverse agonist of human OPRM1-OPRD1 heterodimerization. P35372+P41143. cell-based MOR-DOR heterodimer luminescence, inverse agonism. inhibition, % at 9.3 µM. 340,000 tested, 0.21% active; in the data active = inhibition above about 22%, passing the limit was not always enough;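 also: 0% = cells with DMSO and 100% = wells without cells with DMSO; values of inactives mirror those of a sister screen read the other way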
HTR5A inv ctr: inverse agonist of human HTR5A in OPRM1-OPRD1 counter-screen; inhibition, % at 9.3 µM; P47898; HTR5A cell line, luminescence, inverse agonism; 340,000 tested, 0.083% active; in the data active = inhibition mostly above about 23%, no sharp cut-off; inactive = mostly below about 18%;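 also: 0% = cells with DMSO and 100% = no-cell wells with DMSO; some compounds called inactive have numbers as strong as hits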
Target sequence (P47898 whole entry, looked up): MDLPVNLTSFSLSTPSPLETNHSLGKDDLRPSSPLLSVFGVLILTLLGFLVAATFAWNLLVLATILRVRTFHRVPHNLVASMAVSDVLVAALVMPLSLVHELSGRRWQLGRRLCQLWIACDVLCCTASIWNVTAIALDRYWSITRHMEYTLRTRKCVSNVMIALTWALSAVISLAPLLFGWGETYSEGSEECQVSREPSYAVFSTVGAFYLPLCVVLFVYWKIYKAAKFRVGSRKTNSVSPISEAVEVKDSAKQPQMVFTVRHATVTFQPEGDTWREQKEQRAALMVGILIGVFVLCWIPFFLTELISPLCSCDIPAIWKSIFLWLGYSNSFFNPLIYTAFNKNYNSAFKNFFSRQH
AddAB inh: less growth of phage-infected E. coli with AddAB; E. coli expressing H. pylori AddAB, absorbance growth; inhibition, % at 11.9 µM; 330,000 tested, 0.29% active; in the data active = inhibition above about 12%;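 also: 0% = vehicle wells of infected cells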
PKA-R1A act: PKA-R1A complex activation. PKA-R1A dissociation, Cy5-IP20 fluorescence polarization; scaled: DMSO 0%, 113 µM cGMP 100%. activation, % at 11.4 µM. 340,000 tested, 0.083% active. AID 504707;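 active = percent activation above the mean of all tested compounds plus 3 SD, cut at about 19% in these data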;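 also: higher means more PKAc released from R1A so a rise in polarization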
* = called active by the depositor; i = inactive; / = no result given.

SMILES	PKA-R2B activ	E coli growth	Tat export inh	MOR-DOR ag	phage Ecoli inh	Mot1-301 SUMO	PfHsp90 set2	OPRM1-OPRD1 inv	HTR5A inv ctr	AddAB inh	PKA-R1A act
CC(C)NC(=O)CSCc1cccc(Br)c1	-5	-1.6	-2	-1.3	0.5	-21	0	7	-19	-0.8	-6
CCC/C=N/NC(=O)c1cccc(Br)c1	-7	0.8	-5	-2.2	1.7	-2	-25	12	4	3.1	-11
Cc1ccc(NC(=O)CN2C(=O)C3CC=CCC3C2=O)cc1S(=O)(=O)N1CCOCC1 (centres undefined)	-2	3.2	4	-0.6	-0.5	59	/	3	6	2.7	-2
O=C(CN1C(=O)COc2ccccc21)NCCN1CCC(Cc2ccccc2)CC1	1	-3.2	-10	1.6	3.0	9	/	-9	20	-0.3	11
CC1=NNC(=O)C1CCC(=O)N/N=C/c1c(Cl)cccc1Cl (centres undefined)	-3	0.8	-10	-3.0	2.4	128	-12	15	-32	3.8	-4
CC(C)OCCCNC(=O)NC12CC3CC(CC(C3)C1)C2	12	1.6	0	2.7	3.1	/	-9	-15	0	0.2	-5
COCCNC(=O)c1ccc(-c2csc(C)n2)cc1	-1	1.3	4	-0.3	0.1	47	/	2	16	1.8	-4
COc1nc(N)nc(NC23CC4CC(CC(C4)C2)C3)n1	1	-0.1	-5	0.7	0.3	44	-4	-4	15	1.6	-1
Cc1cccc(NS(=O)(=O)c2cccc(C(=O)NCC3(N4CCOCC4)CCCCC3)c2)c1	-7	/	2	-1.0	1.3	/	-1	4	6	/	-6
COc1ccc(OC)c(-n2c(-c3cc(-c4ccc(F)cc4)n[nH]3)n[nH]c2=S)c1	-17	-0.6	-4	-0.8	-0.2	-19	11	5	-18	0.0	-13
CCN(CC(=O)NC(C)(C)C)Cc1nc2c(Br)cc(Br)cc2c(=O)[nH]1	-7	-2.2	9	2.0	-1.5	/	6	-10	4	-3.8	-8
CCOc1cc(/C=N/NC(=O)C(OC)c2ccccc2)ccc1O (centres undefined)	2	0.6	-4	-1.6	0.9	29	-2	8	11	-0.6	-4
O=C(CCC(=O)c1ccccc1)NCCc1c[nH]c2ccccc12	-13	0.4	6	-1.4	-0.4	-9	10	8	-293	0.0	-14
Cc1cc(C)cc(-n2nnc(C(=O)NCc3ccccc3Cl)c2N)c1	9	-0.3	-2	2.5	4.3	-18	/	-15	-14	3.0	-13
CC(=O)c1cc(C)c(OC(=O)c2ccccc2)c(C)c1	-7	/	5	0.5	1.1	/	-5	-3	-18	/	10
COc1ccc(CCNC(=O)C2CCCN2S(=O)(=O)c2ccc(F)cc2)cc1OC (centres undefined)	-11	1.4	-1	-1.6	0.3	17	-10	9	-7	1.7	-1
C[C@@H]1CCC[C@@]2(O[C@H](CCO)C[C@H](O)[C@H]2O)O1	5	-1.9	3	-0.8	0.5	56	/	4	-18	0.1	4
COc1ccc(OC)c(-c2cc(C(=O)NCCN3CCOCC3)no2)c1	-2	-0.3	16	-0.6	/	-5	-24	3	-17	0.5	-9
Cc1nn(C(C)(C)C)c(OC(=O)c2cccs2)c1S(=O)(=O)c1ccccc1	-9	1.1	10	-1.6	3.4	83	/	9	-23	2.8	-10
CCC(C(=O)OCC(=O)Nc1ccc(C(N)=O)cc1)c1ccccc1 (centres undefined)	-6	0.5	2	1.2	4.0	-11	3	-9	-5	0.2	-7
COc1ccc(OC)c(/C=C/C(=O)OCC(=O)Nc2ccc3c(c2)OCCO3)c1	-11	1.3	0	-1.7	4.8	263	-1	9	-13	-0.3	1
CCOCCCN1C(=O)C2C(C(=O)Nc3ccc(OCC)cc3)C3C=CC2(O3)C1C(=O)NC1CCCCC1 (centres undefined)	1	-2.5	11	-0.8	/	-2	5	6	-18	3.3	-4
Cc1c(Cl)ccc2c(C(O)CBr)cc(-c3ccccc3)nc12 (centres undefined)	-11	/	2	0.9	3.3	/	20	-5	-4	/	-5
COc1ccc(-c2noc(-c3cccs3)n2)cc1OC	-5	3.2	5	2.5	2.5	-2	-48	-13	-14	1.9	-3
COc1ccc(N2CCC(CNC(=O)Nc3ccccc3)C2)cc1 (centres undefined)	9	-0.5	0	2.1	0.1	-3	-6	-11	-6	0.0	11
CCOc1cc2c(cc1OCC)C(c1ccc(O)c(OC)c1)NCC2 (centres undefined)	-12	/	-6	-1.2	1.8	/	9	7	0	/	-17
COc1ccc(Nc2nc(-c3sc(C)nc3C)cs2)c(OC)c1	5	-1.7	8	-0.9	0.2	-5	1	4	-9	0.1	-5
O=C(CNC(=O)c1ccco1)NCC(=O)OCc1ccccc1Br	-4	-0.2	0	-0.9	0.7	-5	-9	5	14	1.9	-2
CCc1ccc(/C=C2/Sc3ccccc3N(CC(=O)NCC3CCCO3)C2=O)cc1 (centres undefined)	-5	-1.5	6	-1.1	0.0	45	10	6	12	2.3	-11
COc1ccc2c(C)nc(Nc3nc(-c4ccccc4)cc(=O)[nH]3)nc2c1	-5	-0.8	-4	16	2.3	8	17	-81	-18	0.3	2
Cc1cccc(C(=O)OCC(=O)NN2C(=O)NC3(CCC(C)CC3)C2=O)c1O (centres undefined)	2	1.6	-1	-0.2	2.5	-12	-18	2	-11	2.0	1
COc1ccc(CCN2C(=O)C(Oc3ccccc3C)C2c2ccc3c(c2)OCO3)cc1OC (centres undefined)	-4	0.1	-2	-4.4	2.0	-18	-18	21	-8	-1.0	3
O=C(Nc1cccc(C(F)(F)F)c1)c1cccnn1	-8	-2.8	-6	-0.8	1.1	-15	10	5	6	0.7	-7
Cc1nc(CCNC(=O)CC2C(=O)NCCN2Cc2ccccc2)nc2c1CCC2 (centres undefined)	-3	/	13	-3.1	1.7	-4	5	16	13	/	1
CCOC(=O)C1CCN(C(=O)C2CCCCC2)CC1	-1	-1.7	-2	-1.1	1.7	-21	18	7	9	0.6	-4
CC(C)CCNC(=O)C(=O)NCc1ccccc1	7	1.8	-8	-1.7	1.9	-7	-22	8	0	1.2	-5
Cc1ccc(-n2[nH]c(C)c(C=NCc3ccncc3)c2=O)cc1	-7	0.1	-9	-1.2	4.8	-32	25	6	13	1.4	3
COc1ccc(N(C)C(=O)C2CCN(S(=O)(=O)c3cccc4nsnc34)CC2)cc1	-4	0.4	1	0.6	3.3	6	11	-3	9	2.3	0
CN1CCN(c2cc(=O)n(C3CCCCC3)c(=O)[nH]2)CC1	-1	1.3	-16	-2.4	5.3	-8	-11	13	9	-1.5	-14
CCOc1ccc(NS(=O)(=O)c2ccc3[nH]c(=O)cc(C(=O)O)c3c2)cc1	-6	1.3	4	-0.9	1.1	4	6	6	20	1.6	-7
Nc1c(-c2ccccc2)c(CSc2nc3ccccc3[nH]2)nn1-c1ccc(Cl)cc1	-8	1.2	0	0.1	2.8	-8	5	0	5	3.8	-1
CC(=O)c1cccc(NC(=O)Nc2ccc3c(c2)N(C)C(=O)CS3)c1	3	1.4	-2	2.9	1.2	12	6	-17	-22	1.9	-6
Cc1ccc(SCc2cc(=O)n3[nH]cnc3n2)cc1	-9	-1.4	-3	-1.0	0.2	3	-20	6	4	0.0	1
Fc1ccc(N2C(=S)SC(=Nc3ccccc3)C2=Nc2ccccc2)cc1	7	/	-1	-1.0	1.8	/	-11	5	4	/	6
CCN1C(=O)CC(C(=O)Nc2ccc(F)cc2)SC1=Nc1cccc(OC)c1 (centres undefined)	-15	2.5	0	0.9	3.8	-16	-7	-5	-1	3.2	-2

Just E coli growth and phage Ecoli inh, for some of the entries so far:
mol,E coli growth,phage Ecoli inh
CC(C)CCNC(=O)C(=O)NCc1ccccc1,1.8,1.9
CN1CCN(c2cc(=O)n(C3CCCCC3)c(=O)[nH]2)CC1,1.3,5.3
CCOc1ccc(NS(=O)(=O)c2ccc3[nH]c(=O)cc(C(=O)O)c3c2)cc1,1.3,1.1

(next part)
SMILES	PKA-R2B activ	E coli growth	Tat export inh	MOR-DOR ag	phage Ecoli inh	Mot1-301 SUMO	PfHsp90 set2	OPRM1-OPRD1 inv	HTR5A inv ctr	AddAB inh	PKA-R1A act
COC(=O)c1cc(S(=O)(=O)NCC2CCN(Cc3ccc(F)cc3)CC2)c[nH]1	-11	-0.6	1	-1.6	5.1	12	14	8	-6	2.0	-3
Cn1c(-c2ccccc2)c(C(=O)CC#N)c2ccccc21	5	0.6	4	-0.1	1.7	-6	7	0	-26	0.1	2
C=C(C)c1cccc(C(C)(C)NC(=O)N2CCN(c3ccccc3)CC2)c1	1	0.7	3	-0.1	-4.8	5	19	1	-34	-1.6	6
COc1cccc(C(=O)/C=C/Nc2ccc(S(=O)(=O)Nc3cccc(C(C)=O)c3)cc2)c1	-14	-0.2	1	2.1	1.9	i	-13	-9	-5	3.9	-1
CCOC(=O)C1CCCN(Cc2nc(N)nc(Nc3ccc(Cl)cc3)n2)C1 (centres undefined)	-1	-5.3	-17	0.9	-0.2	652	22	-4	-18	-0.1	-11
COc1c(OC)c2[nH]c(=O)cc3c4ccccc4n(c1=O)c23	2	-2.7	6	0.0	0.8	485	-17	0	25	2.4	-1
COc1cccc(NC(=O)COC(=O)C2CC(=O)N(c3ccc(C)cc3)C2)c1 (centres undefined)	-2	-1.2	3	-0.3	1.9	/	15	1	3	2.3	0
Cc1nn2c(N)c(-c3ccccc3)cnc2c1-c1ccc(Cl)cc1	2	-0.2	4	3.2	-1.0	-3	-4	-14	-7	1.6	3
COc1ccc(OCCCN(C)Cc2ccccc2)cc1	7	1.9	-3	-2.0	1.0	9	-3	9	0	1.4	-1
C/C(=N/NC(=O)CSc1nc2ccccc2n1C)c1ccncc1	-4	-1.4	1	0.1	3.2	9	-16	-1	-25	0.8	11
Clc1ccc(-c2c[n+](Cc3ccc(Cl)cc3Cl)c3n2CCCCC3)cc1	-3	0.7	14	-1.6	2.5	-7	2	8	5	1.8	-6
C=CCn1c(SCC(N)=O)nc2scc(-c3ccc(C)o3)c2c1=O	-5	-1.7	1	0.6	0.0	5	3	-4	6	0.5	0
c1ccc(C2[C@H]3CN(CC4CCCCC4)[C@H](c4ccccc4)C34CC2(c2ccccc2)C4)cc1 (some centres undefined)	3	-1.2	-6	-3.3	3.8	-7	/	18	5	2.3	-7
O=C(O)c1nn(-c2ccccc2C(F)(F)F)cc1O	-12	-1.8	-2	-1.2	-0.3	6	0	6	20	0.3	-15
CCOc1c2ccc(C(=O)NCC34CC5CC(CC(C5)C3)C4)cc2nn1CC	9	3.5	11	-1.9	-0.3	240	9	11	3	0.6	-6
CSc1ccc(S(=O)(=O)NCc2ccc(C)cc2)cc1	-4	2.7	21	0.4	1.6	21	9	-2	2	0.1	-8
COC1=CC(=O)OC(c2ccc(OC)cc2)C1 (centres undefined)	1	/	-3	-2.6	4.9	/	-6	13	18	/	2

Screens (PubChem)
